FXIIa inh: factor XIIa (human) inhibition. P00748. purified FXIIa, Boc-QGR-AMC fluorogenic substrate, 2 h. inhibition, % at 5 µM. actives 0.3% (n = 220,000); in the data active = inhibition above about 40%;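 note: 0% = enzyme with no compound and 100% = blank without enzyme; many of its hits are not listed in these tables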
hK5 inh: inhibitors of human kallikrein 5 | AID 873 | Q9Y337 | inhibition, % at 5 µM | recombinant hK5, fluorogenic AMC substrate cleavage | actives 0.59% (n = 210,000);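 active = inhibition of 40% or more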;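 note: 0% = enzyme controls without compound and 100% = no-enzyme blanks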
Target sequence (Q9Y337 67-293 limits assumed): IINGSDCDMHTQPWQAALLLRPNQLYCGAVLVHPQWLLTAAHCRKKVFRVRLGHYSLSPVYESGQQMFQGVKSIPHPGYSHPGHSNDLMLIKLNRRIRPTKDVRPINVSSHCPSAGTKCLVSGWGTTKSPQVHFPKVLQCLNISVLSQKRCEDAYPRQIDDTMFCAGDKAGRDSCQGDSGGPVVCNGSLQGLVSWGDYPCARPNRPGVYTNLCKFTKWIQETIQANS
Runt-SMMHC FRET: Runt domain-CBFb-SMMHC interaction inhibition | Q01196+Q13951 | Cerulean-Runt/Venus-CBFb-SMMHC FRET ratio 530/480, 1 h | inhibition, % at 20 µM | actives 0.74% (n = 220,000) | AID 1434;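 active = mean inhibition across duplicate retests at 20 µM reaching about 50%, limit read from the data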;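 note: 0% = DMSO wells and 100% = wells with excess untagged CBFb-SMMHC; inhibitors lower the FRET ratio by blocking Runt binding to CBFb-SMMHC; some results filed as inactive read as strong as hits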
14-3-3 Bad PPI: disrupts binding of bovine 14-3-3 zeta to phospho-Bad peptide | P63103 | TR-FRET 14-3-3zeta/Dy647-pBad peptide displacement, 1 h | inhibition, % at 21.7 µM | actives 0.71% (n = 220,000) | AID 781;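 active = inhibition above about 70%, limit read from the data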;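 note: 0% = full 14-3-3 plus peptide FRET controls and 100% = background without 14-3-3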
Target sequence (P63103 whole entry, looked up): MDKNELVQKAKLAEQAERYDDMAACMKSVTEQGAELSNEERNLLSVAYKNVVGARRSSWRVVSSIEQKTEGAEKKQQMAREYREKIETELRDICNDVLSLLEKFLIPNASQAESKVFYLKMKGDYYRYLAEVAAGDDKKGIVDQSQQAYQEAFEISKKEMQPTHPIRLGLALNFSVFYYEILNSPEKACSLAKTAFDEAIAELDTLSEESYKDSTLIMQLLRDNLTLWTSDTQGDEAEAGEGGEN
Wee1 stabilizer: inhibitors of human Wee1 degradation; reporter increase, % at 5 µM; HeLa Luc-Wee1K328M stability, luciferase luminescence; 100% = proteasome inhibitor MG132 effect; P30291; actives 1.2% (n = 220,000); AID 1321;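 active = activation above the mean of all tested compounds plus 3 SD, set per screening run, cut at about 8.8% in these data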;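 note: cells exposed to compound for 20 h before luminescence read; 0% = DMSO alone and 100% = MG132 at 30 µM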
FXIa inh 1536: inhibitors of human coagulation factor XIa; P03951; purified FXIa, Boc-Glu-Ala-Arg-AMC fluorogenic substrate; inhibition, % at 5 µM; actives 0.14% (n = 220,000); AID 798;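 active = inhibition of at least 40%; inactive = inhibition below 40%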;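 note: fluorescence of freed AMC excited at 355 nm; 0% = enzyme without compound and 100% = no enzyme blank; many of its hits are not listed in these tables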
Target sequence (P03951 19-387 limits assumed): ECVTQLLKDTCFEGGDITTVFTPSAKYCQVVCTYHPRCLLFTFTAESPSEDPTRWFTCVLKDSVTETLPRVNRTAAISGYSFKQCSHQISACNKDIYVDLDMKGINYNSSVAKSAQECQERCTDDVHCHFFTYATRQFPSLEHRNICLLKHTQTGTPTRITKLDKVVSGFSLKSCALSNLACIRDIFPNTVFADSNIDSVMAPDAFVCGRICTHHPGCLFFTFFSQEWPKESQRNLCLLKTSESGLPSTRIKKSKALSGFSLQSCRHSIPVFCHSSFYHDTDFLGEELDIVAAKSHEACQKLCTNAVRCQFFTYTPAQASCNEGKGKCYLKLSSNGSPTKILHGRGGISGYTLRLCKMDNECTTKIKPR
Target sequence (P03951 388-625 limits assumed): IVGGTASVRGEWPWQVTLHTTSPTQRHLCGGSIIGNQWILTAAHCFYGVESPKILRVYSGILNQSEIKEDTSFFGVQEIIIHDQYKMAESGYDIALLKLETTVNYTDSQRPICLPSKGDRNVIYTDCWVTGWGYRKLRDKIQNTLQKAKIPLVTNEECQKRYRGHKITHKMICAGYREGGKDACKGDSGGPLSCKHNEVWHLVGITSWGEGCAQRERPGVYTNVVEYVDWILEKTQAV
Hck Nef HTS: inhibitors of human Hck kinase activated by Nef | Recombinant Hck-YEEI plus Nef, Z-Lyte FRET kinase assay | inhibition, % at 20 µM | actives 0.68% (n = 220,000);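 active = Hck-Nef kinase inhibition above about 50%, limit read from the data; inactive = inhibition below that limit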;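 note: 0% = DMSO with Hck plus Nef and 100% = Hck alone without Nef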
thrombin 1536: blocks human thrombin protease activity; P00734; alpha-thrombin, Boc-VPR-AMC fluorogenic substrate cleavage; inhibition, % at 5 µM; actives 0.26% (n = 220,000); AID 1046;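 active = inhibition at or above 40%; inactive = inhibition below 40%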;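 note: 0% = enzyme with no compound and 100% = wells without enzyme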
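Assay system: human alpha-thrombin enzyme. Reagent: Boc-VPR-AMC substrate, 15 µM final. Compound dosing: one concentration per compound, 5 µM, with 0.2% DMSO. Incubation: room-temperature reaction. Technique: AMC fluorescence, 355/460 nm. Measure: % inhibition relative to enzyme controls and enzyme-free blanks.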
Runt-CBFb FRET: Runt domain-CBFb interaction inhibition. Cerulean-Runt/Venus-CBFb FRET ratio 530/480, 1 h. AID 1496. inhibition, % at 20 µM. actives 0.46% (n = 220,000);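 active = inhibition over about 50% at 20 µM in the single-dose screen, limit read from the data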;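 note: 0% = DMSO wells and 100% = excess unlabeled CBFb competitor control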
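test system = Cerulean-Runt domain fusion protein, energy donor | probe or stimulus = Venus-CBFb binding partner, 100 nM | incubation = two 1 h room-temperature incubations shielded from light | detection = fluorescence energy transfer, 422 nm excitation, 530/480 nm emission | measure = loss of energy transfer signal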
Active calls of the source: *; . = no result given; [ ] = remark or other dose.

SMILES	FXIIa inh	hK5 inh	Runt-SMMHC FRET	14-3-3 Bad PPI	Wee1 stabilizer	FXIa inh 1536	Hck Nef HTS	thrombin 1536	Runt-CBFb FRET
O=S(=O)(NCc1ccncc1)c1ccc(S(=O)(=O)NCC2CCCO2)cc1 (stereo not given)	12	-20	1	-6[fluorescence artefact?]	0	1	0	5	3
CCCCc1ccc(N=N/C(C(=O)Nc2cc(OC)c(NC(C)=O)cc2OC)=C(/C)O)cc1	21	-1	-1	10	1	7	2	4	-8
O=C(O)c1ccc(S(=O)(=O)c2ccc3c(c2)C(=O)N(NC(=O)c2ccc(O)cc2)C3=O)cc1	.	-1	-5	-11	1	4	11	-1	-1
O=C(NC1CCCCC1)C(c1ccncc1)N(CC1CCCO1)C(=O)C(F)(F)F (stereo not given)	16	-1	-16	21	-2	4	1	0	-3
CCNC(=O)CCc1nc(-c2ccc(C)cc2)no1	8	-2	-3	-6	0	3	16	1	1
O=C1CC(C(=O)N(CC2CCCO2)C(C(=O)NC2CCCCC2)c2ccncc2)CS1 (stereo not given)	10	-18	2	7	-1	2	-3	2	1
COc1ccc2c(-c3ccccc3)cc(SCC(=O)N(C)C3CCS(=O)(=O)C3)nc2c1 (stereo not given)	12	-16	13	-103	-1	16	6	-10	0
c1ccc(-c2noc(-c3ccncc3)n2)nc1	-1	-2	2	1	-3	-12	0	-6	-4
COc1ccc(S(=O)(=O)N(CC(=O)NC(C)C)Cc2ccccc2)cc1	16	-31	1	-6	3	0	1	3	0
COc1ccc(NC(C)C(=O)N/N=C/c2ccccc2OCc2cccc(Br)c2)cc1 (stereo not given)	18	9	3	-8[fluorescence artefact?]	3	12	5	-3	2
CC(C)Oc1cccc(C(=O)C2CCCN(Cc3cnn(C(C)C)c3)C2)c1 (stereo not given)	4	.	-3	-2	3	-3	4	-7	1
O=C(CCc1nc2ccccc2[nH]1)Nc1ccccc1F	5	-1	-2	-4	-2	1	9	1	0
COc1ccc(/C(C)=N/NC(=O)OC(C)(C)C)cc1[N+](=O)[O-]	4	2	0	2	1	0	15	0	-1
CC1=C(C)CC(C(=O)NNC(=O)c2csc(C)c2C)C(C(=O)O)C1 (stereo not given)	16	-9	0	3	5	7	-3	-4	-2
Brc1ccc(-c2nc(-c3cccnc3)no2)o1	15	-14	4	13	4	4	2	1	1
Cc1nc2c(ccc3nc(NC(=O)c4ccc5c(c4)OCCO5)sc32)s1	6	9	-14	70[fluorescence artefact?]	2	-4	11	-3	0
Cc1cc[n+](-c2[nH]c(=O)sc2/C=N/NC([S-])=Nc2ccccc2)cc1C	-5	-2	-15	-17	-1	-9	-1	-5	10
Cc1ccccc1/C=N/n1c(-c2cc(-c3ccccc3)n[nH]2)n[nH]c1=S	9	1	31	15	0	-2	10	-3	10
CCNc1nc(NCC)n2c(SC(C(=O)Nc3cc(Cl)cc(Cl)c3)c3ccccc3)nnc2n1 (stereo not given)	5	-4	-3	-2[fluorescence artefact?]	0	-4	1	-8	-3
O=C1CC(Sc2ncccc2C(=O)O)C(=O)N1 (stereo not given)	9	2	-2	-12	-4	-1	20	0	0
CCOC(=O)c1ccc(N(C(=O)c2cnccn2)C(C(=O)NC2CCCCC2)c2cn(C)nc2C)cc1 (stereo not given)	27	-15	-10	-4	5	21	1	1	-2
COc1ccccc1-n1c(C)cc(C=O)c1C	9	-10	1	10[fluorescence artefact?]	0	-2	-1	0	-2
CCCC1(C(=O)OC)NC(c2ccco2)C2C(=O)N(c3ccc(C)cc3)C(=O)C21 (stereo not given)	10	-8	0	9[fluorescence artefact?]	-2	-3	-1	-1	-3
COc1ccc(C2(c3ccc(OC(C)=O)cc3OC(C)=O)CC(c3ccccc3)NC(=S)N2)cc1 (stereo not given)	9	-7	1	5	1	-2	-3	1	-1
O=C(COc1ccccc1)N1CCN(C(=O)c2ccc([N+](=O)[O-])cc2)CC1	6	0	.	-16	4	-4	19	4	.
CC(=O)c1ccc(-c2ccc(Cn3c(C)nc4cc(N)c(C)nc43)cc2)cc1	7	0	.	-7	-1	0	23	-4	.
CCc1ccccc1N(CC(=O)O)S(C)(=O)=O	15	3	-3	5	-1	11	-1	-1	0
Cc1nc(-c2ccncc2)nc(NCCNc2ncccc2C(F)(F)F)c1Cl	11	5	4	8	4	5	13	7	1
Cc1nc(-c2ccc(Cl)cc2)sc1C1(C)CC(c2ccccc2F)=NO1 (stereo not given)	9	2	1	-2	.	2	29	0	0
O=C(COC(=O)c1ccccn1)Nc1ccc2c(c1)OCO2	2	-4	-1	-16	4	-2	17	-2	1
CC1CCCCN1Cc1ccc(-c2nnn(CC(=O)NC3CCCCC3)n2)cc1 (stereo not given)	16	-7	7	-4[fluorescence artefact?]	3	7	12	1	-1
COc1ccccc1/C=N/NC(=S)NCc1ccco1	10	3	1	-1	1	2	28	-2	2
Cc1ccc2[nH]c3c(c2c1)CN(C(=O)CN1CCCc2ccccc21)CC3	14	13	-119	5	-2	3	0	-1	-7
O=C(CSc1nnc(SCc2ccccc2Cl)s1)N/N=C/c1ccc(C(=O)O)cc1	7	-1	-2	-1	-2	1	46	4	-3
c1ccc(-c2nccc(-c3ccc(-n4cnc5ccccc54)cc3)n2)nc1	8	-34	0	5	0	1	1	1	-3
COc1ccccc1NC(=S)N(Cc1ccco1)Cc1cc2cc(C)c(C)cc2[nH]c1=O	6	-7	-4	-14[fluorescence artefact?]	0	4	7	2	15
CN(C)c1ccc(-c2n(C)c3ccccc3[n+]2C)cc1	11	-4	0	-3	0	4	3	6	1
COC(=O)c1ccc(COC(=O)CCc2nc(-c3ccccc3)c(-c3ccccc3)o2)cc1	0	-6	-4	-13	-2	-4	-2	-2	-4
CCOC(=O)COn1c(=O)c(C)[n+]([O-])c2ccccc21	14	0	-7	7	0	7	7	-3	2
CCCCN1C(=O)/C(=C/C=C2/C=Cc3ccccc3N2CC)SC1=S	15	.	-2	-16	3	2	13	-3	28
COc1ccc(NC(=O)C2CCCN(S(=O)(=O)c3cccc4nonc34)C2)cc1 (stereo not given)	11	-13	0	0[fluorescence artefact?]	-1	-3	-1	-13	0
COc1ccc(N2CCN(C(=O)Cn3c(=O)[nH]c4ccsc4c3=O)CC2)cc1	2	-14	-1	-2	2	-3	-2	-3	2
CC(Sc1n[nH]c(N)n1)C(=O)Nc1cccc(S(=O)(=O)N2CCOCC2)c1 (stereo not given)	8	1	-3	-2	-4	-3	-1	-5	0
O=c1nc(N2CCOCC2)ccn1Cc1ccc(Br)cc1	21	-16	-1	5	0	4	2	1	0
COc1cc(/C=N/NC(=O)C(C)Nc2n[nH]c(=O)[nH]c2=O)cc(OC)c1O (stereo not given)	2	-1	6	-7	-3	10	1	7	8
COc1ccc(NC(=O)CC2(CC(=O)O)CCCC2)cn1	7	2	-6	-1	-2	1	0	-3	2
Cc1ccnc(NS(=O)(=O)c2ccc(NC(=O)COc3ccccc3)cc2)n1	3	-5	2	-2	-3	0	15	.	-2
O=[N+]([O-])c1ccc(N/N=C\c2cccnc2)nc1	8	0	-3	-7	-4	-5	15	0	3
Cc1ccc(S(=O)(=O)N2CCCCC2)cc1C(=O)c1nccn1C	20	3	-1	6	2	12	0	2	-2
c1cc(-c2nnc3n2CCC3)[nH]n1	-8	-15	0	14	-1	-1	-1	-8	28

(continued)
SMILES	FXIIa inh	hK5 inh	Runt-SMMHC FRET	14-3-3 Bad PPI	Wee1 stabilizer	FXIa inh 1536	Hck Nef HTS	thrombin 1536	Runt-CBFb FRET
CCCCC[n+]1cccc2c3ccccc3ccc21	-4	-9	11	19	-2	-7	22	-11	-2
COc1ccccc1NC(=O)C/C(C)=N/NC(=O)C12CC3CC(CC(C3)C1)C2	11	.	4	-9	3	0	8	1	0
Cn1c(=O)c2c(O)c(Cc3ccccc3)c(=O)n(C)c2n(C)c1=O	6	-3	2	-1	1	-1	17	-3	2
S=C1NCCNC(=S)NCCOCCOCCN1	9	-27	0	-12	-1	-6	0	2	-2
Nc1cc(=O)[nH]c(N2CCN(c3ccccc3)CC2)n1	8	-2	-3	-12	2	7	24	-7	-1
Cc1ccccc1C(=O)N/N=C1/SCC(=O)N1Cc1ccccc1	7	1	5	-10	-1	0	17	-4	0
Cc1ccc(CNC(=O)Cc2ccc(-n3c(=O)[nH]c4ccsc4c3=O)cc2)cc1	10	-4	2	1[fluorescence artefact?]	5	3	7	4	2
Cc1cccc2sc(NC(=O)CN(C)S(=O)(=O)c3cccs3)nc12	13	0	2	-3	-1	-3	0	7	1
Cc1cc(Oc2ccc3ccccc3c2)nc(SCC(=O)c2ccccc2)n1	9	-15	-6	-15	1	2	4	-3	-3
COc1ccccc1CNC(=O)c1nn(-c2ccc(C)cc2)c(=O)c2c1c1ccccc1n2C	0	2	0	-15	0	7	17	6	-5

Some of these compounds in order of molar mass, ascending.
SMILES	FXIIa inh	hK5 inh	Runt-SMMHC FRET	14-3-3 Bad PPI	Wee1 stabilizer	FXIa inh 1536	Hck Nef HTS	thrombin 1536	Runt-CBFb FRET
CCCCC[n+]1cccc2c3ccccc3ccc21	-4	-9	11	19	-2	-7	22	-11	-2
Cc1ccc(CNC(=O)Cc2ccc(-n3c(=O)[nH]c4ccsc4c3=O)cc2)cc1	10	-4	2	1[fluorescence artefact?]	5	3	7	4	2
COc1ccccc1CNC(=O)c1nn(-c2ccc(C)cc2)c(=O)c2c1c1ccccc1n2C	0	2	0	-15	0	7	17	6	-5

The results go on:
SMILES	FXIIa inh	hK5 inh	Runt-SMMHC FRET	14-3-3 Bad PPI	Wee1 stabilizer	FXIa inh 1536	Hck Nef HTS	thrombin 1536	Runt-CBFb FRET
COC(=O)c1ccc(C(=S)N2CCOCC2)cc1	-4	23	20	-22	-2	3	4	5	35
C/C(=N\Nc1ccc(S(=O)(=O)N2CCOCC2)cc1[N+](=O)[O-])C(C)C	3	-3	-3	-6	3	-6	5	-8	-3
Cc1ccc(NC(=O)CCc2ccc(S(=O)(=O)N3CCOCC3)cc2)c(C)c1	-15	-4	0	2	1	-5	8	-5	0
CCOc1c2ccc(C(=O)NCc3ccc(OC(F)(F)F)cc3)cc2nn1CC	13	-44	0	32	-3	1	1	0	-3
CCC1=C2CC[C@H]3C(=O)N(c4ccccc4)C(=O)[C@H]3[C@H]2[C@@]2(C)C(=NCC(=O)OC)OC(=O)N2C1=O	8	4	0	-5	.	3	29	1	-1
CNc1c(N=Cc2cccnc2)c(=O)n(C)c(=O)n1C	10	-12	9	-5	0	7	7	0	-1
Nc1c(C(=O)NC2CC2)sc2nc3c(c(-c4ccco4)c12)CC/C3=C/c1ccco1	11	-58	-19	-8[fluorescence artefact?]	-2	0	85*	-6	27
CC(NC(=S)N1CCOCC1)c1ccccc1 (stereo not given)	2	-14	5	-12	1	3	4	-3	-3
CCC(=O)c1ccc(OCC(O)CN2CCN(c3cccc(C(F)(F)F)c3)CC2)cc1 (stereo not given)	3	-12	0	54	-1	-4	4	-4	-5
CCC(NC(=O)NCCCn1ccnc1)(C(F)(F)F)C(F)(F)F	5	3	3	-8[fluorescence artefact?]	1	-1	-3	1	1
COc1ccccc1N1CCN(C(=O)CSc2nc(N)cc(=O)[nH]2)CC1	13	7	-6	8[fluorescence artefact?]	-4	-15	0	1	0
O=C(c1ccccc1F)N1CCN(C2CCC(c3ccccc3)CC2)CC1 (stereo not given)	9	3	.	9	8	1	18	-7	.

High-throughput results: PubChem, several laboratories

Compounds as they come (roughly 4.2% active in at least one column).
